# Bioassay records: PubChem BioAssay, several laboratories
# KLF5 inh – suppresses KLF5 promoter-driven expression | DLD-1 KLF5 promoter-luciferase reporter, luminescence | inhibition, % at 5 µM | 0.23% of 290,000 active | AID 1700;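 active = inhibition above a per-plate limit of that plate's mean compound inhibition plus 3 SD, cut at about 60% in these data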;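 also: 0% = DMSO wells and 100% = LY294002 at 200 µM; higher means less KLF5 promoter-driven luciferase light; inactives centre near -14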
# HSP90 inh – blocks HSP90-mediated luciferase refolding in reticulocyte lysate; inhibition, % at 5.6 µM; 0.91% of 290,000 active; Rabbit reticulocyte lysate, luciferase refolding luminescence, 3 h; AID 1789;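 active = inhibition above the screen-wide mean plus 3 SD, computed separately per campaign, cut at about 16% in these data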;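 also: 0% = DMSO wells and 100% = 60 µM geldanamycin wells; inhibitors lower the luminescence because luciferase stays unfolded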
# IEC-6 tox – counter-screen for KLF5 inhibitors: cytotoxicity in IEC-6 cells; IEC-6 cytotoxicity, luminescence viability; inhibition, % at 5 µM; 0.78% of 290,000 active; AID 1825; in the data active = inhibition above about 22%;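 also: 0% = plate median of test compound wells and 100% = cytotoxic reference compound wells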
# Platelet DG rel – platelet dense granule release activity; human platelet-rich plasma, SFLLRN dense granule ATP release, luminescence; inhibition, %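 (compounds screened at 7.5 µM in platelet-rich plasma)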; 0.22% of 300,000 active;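 active = mean replicate score, as percent of positive control, at or above 50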
# SKKanGAS inh – SKKanGAS growth inhibition; S. pyogenes SKKanGAS, kanamycin growth, BacTiter-Glo, 6 h; AID 1662; inhibition, % at 7.5 µM; 1.3% of 300,000 active;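 active = mean replicate score, as percent of positive control median, at least 50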;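 also: strain carries kanamycin resistance gene driven by streptokinase promoter and grows in 40 µg/ml kanamycin; loss of luminescence reflects streptokinase promoter inhibition or plain growth inhibition; 0% = median of DMSO wells and 100% = positive control at its reference dose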
# AI-2 QS mod – Vibrio harveyi AI-2 quorum sensing modulation; Vibrio harveyi JMH597 AI-2 luminescence/OD600 ratio, 9 h; stronger effect = lower value; strain lacks LuxN and CqsS sensors; 0 = neutral-control median; AID 2094; activity change, % at 7.5 µM; 0.4% of 300,000 active; in the data active = activity change below about -75%, passing the limit was not always enough;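 also: luminescence divided by OD600 gain over 9 h not by final OD600 alone; inactives centre near 13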
# HIF activator – HIF pathway transcriptional activation | U2OS HRE-luciferase reporter, luminescence; normalized: DMSO 0%, desferrioxamine 100% | activation, % at 7.5 µM (by protocol) | 0.32% of 300,000 active | AID 1910;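 active = mean activation of at least 10% of the iron chelator positive control signal, with at least half of replicates also reaching 10%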
# aSyn 5UTR inh – 5' untranslated region of α-synuclein, MLPCN primary screen. inhibition, % (tested at 7.5 µM). 0.82% of 300,000 active. AID 1813. alpha-synuclein 5'UTR reporter, inhibitor activity; in the data active = inhibition above about 60%;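 also: H4 neuroglioblastoma cells stably carrying SNCA 5'UTR luciferase fusion; 0% = DMSO wells and 100% = positive control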
# HSF1 activator – increases HSF-1 driven luciferase reporter signal; activation, % at 9 µM; 1.7% of 300,000 active; AID 504408; NIH3T3-HGL HSF-1 luciferase reporter, MG132, 8 h; 100% = twice DMSO control signal;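 active = mean replicate activation of at least 50% with a set share of replicates each reaching 50%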;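 also: 0% = median of the neutral control wells and 100% = twice that signal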
# HSF1 inhib – HSF1 inhibition | 0.77% of 300,000 active | activity change, negative = inhibition, % at 7.5 µM (by protocol) | AID 2098 | NIH3T3-HGL HSE-luciferase, MG132-induced, luminescence 8 h; stronger effect = lower value;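 active = more than half of replicate wells show activity change below -50%, luminescence cut by over half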;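 also: luciferase reports HSF-1 transcriptional activity via heat shock element; 0% = median of DMSO wells and -100% = zero luminescence signal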
# * marks the source's active call; other numbers are inactive results; nt = not tested or not shown.
SMILES,KLF5 inh,HSP90 inh,IEC-6 tox,Platelet DG rel,SKKanGAS inh,AI-2 QS mod,HIF activator,aSyn 5UTR inh,HSF1 activator,HSF1 inhib
CCOc1ccc(OCC)c(NC(=O)C2CCCN(S(=O)(=O)c3ccc(C)cc3)C2)c1 (centres undefined),-30,2,0,-4,3,11,0.2,28,-21,5
O=C(COC(=O)c1ccc[n+]([O-])c1)Nc1c(Br)cc([N+](=O)[O-])cc1Br,-3,-1,-4,-10,4,37,0.4,20,12,-7
Cc1ccc[n+](C(C)C(=O)Nc2ccc([N+](=O)[O-])cc2C)c1 (centres undefined),-15,-2,-1,2,0,9,-0.9,36,-5,3
c1ccc(-c2nc3ccccn3c2NCc2ccc3c(c2)OCO3)cc1,-26,2,4,1,-3,32,1.2,-38,26,14
COC(=O)[C@H]1C[C@@H]1[C@H](NC(=O)c1cc(C)on1)c1ccccc1,-6,0,-6,4,0,20,-1.7,7,4,-4
COc1ccc(Oc2cc(C(F)(F)F)nc(N(C)C)n2)cc1,-25,-2,-7,-1,25,-2,0.1,7,-11,0
CCc1nc(SCC(=O)Nc2ccccc2C)n[nH]1,-12,-2,-3,-9,2,17,0.1,-1,11,-1
COc1ccc(/C=C2\CCC/C(=C\c3ccc(OC)c(OC)c3OC)C2=O)c(OC)c1OC,-14,1,4,-3,-7,16,-0.6,-71,53*,38
O=C(COc1coc(CN2CCN(c3ccccc3)CC2)cc1=O)NC1CCCC1,nt,nt,nt,-2,-10,17,-0.6,-1,-5,4
O=S1(=O)c2ccccc2N=NN1Cc1cc(Cl)cc(Cl)c1,-3,1,2,-20,-7,-15,0.0,10,46,20
CC(=O)Nc1cccc(-c2nnc3c4ccccc4c(C)nn23)c1,-19,0,-7,-1,0,28,-0.5,-6,14,-9
Cc1cc(C)cc(N2CCCn3c2nc2c3c(=O)[nH]c(=O)n2C)c1,-22,-3,12,1,0,11,0.7,10,16,4
N#Cc1ccccc1OCC(=O)N(Cc1nnc(-c2ccccc2Cl)o1)C1CC1,nt,nt,nt,14,-8,12,-0.2,16,17,3
CCCCCN(CCCCC)C(=O)C(CCC(=O)O)NC(=O)c1ccc(Cl)c(Cl)c1 (centres undefined),nt,nt,nt,-4,22,2,-0.6,8,-15,-9
CCC(=O)Nc1cccc(-c2cn3ccsc3n2)c1,-14,2,1,3,-2,2,0.3,-47,1,-6
Cc1ccc(Sc2nc([N+](=O)[O-])nn2C)cc1,1,0,3,-9,-5,24,0.3,5,-52,-36
COC(=O)C1=C(C)N(Cc2ccccc2)C(=NCc2cc(OC)c(OC)c(OC)c2)N[C@H]1c1cccc(F)c1,6,5,9,2,8,10,0.2,-10,10,2
Cc1ccc(C(=O)NC(N(C)C)C(Cl)(Cl)Cl)cc1 (centres undefined),-33,0,-9,3,-1,22,-0.5,-2,2,-14
COc1ccc([N+](=O)[O-])cc1N(CC(=O)N1CCN(Cc2ccccc2)CC1)S(C)(=O)=O,-21,-4,0,3,5,17,2.0,2,17,0
O=C(N/N=C1\CCCc2oc(C(=O)O)cc21)c1ccccc1,-21,2,0,-9,-10,-7,1.5,-16,3,-3
O=C(Nc1ccc(F)cc1F)c1cc(=O)n(-c2ccccc2)c(=O)[nH]1,-24,-2,1,-3,-10,26,-0.3,10,18,2
C/C(CC(=O)NC1CCCC1)=N\NC(=O)Cc1csc(N)n1,11,4,7,12,-8,-1,-0.4,6,8,-7
Cc1cc(Nc2cccc(Br)c2)c2ccccc2n1,nt,nt,nt,15,21,10,-0.5,4,-6,-6
CCOCCCNC(=O)C(NC(=O)Cc1cccs1)c1ccc(Cl)cc1 (centres undefined),-16,0,3,8,-1,9,-0.4,14,-8,-10
Cc1ccc(S(=O)(=O)Nc2cccc(C(=O)NCc3cccnc3)c2)cc1F,nt,nt,nt,-2,8,32,1.7,-73,-4,-6
CN(Cc1ccccc1)S(=O)(=O)c1ccc(S(=O)(=O)N(Cc2ccc(F)cc2)C2CCCC2)cc1,-1,-1,-4,6,4,20,-0.5,-6,2,-11
O=C1C2C(C(=O)N1CCN1CCN(Cc3ccc([N+](=O)[O-])cc3)CC1)[C@H]1C=C[C@@H]2C1 (some centres undefined),-5,3,-2,24,9,14,-0.7,16,29,1
O=C1CC(SCc2nc3ccccc3[nH]2)C(=O)N1c1cccc(Cl)c1 (centres undefined),-5,9,2,-1,31,13,0.1,-2,19,0
O=C(NCC(=O)N(Cc1ccco1)C(C(=O)NC1CCCC1)c1cccnc1)c1cccs1 (centres undefined),-46,-2,-3,2,0,24,0.0,11,-1,-3
O=C(CN(Cc1ccccc1)C(=O)CCC(=O)Nc1nccs1)NCc1ccccc1,-6,2,4,-1,2,22,0.1,-7,-5,0

# An excerpt of these results, as tab-separated lines:
Compound	KLF5 inh	HSP90 inh	IEC-6 tox	Platelet DG rel	SKKanGAS inh	AI-2 QS mod	HIF activator	aSyn 5UTR inh	HSF1 activator	HSF1 inhib
O=S1(=O)c2ccccc2N=NN1Cc1cc(Cl)cc(Cl)c1	-3	1	2	-20	-7	-15	0.0	10	46	20
CC(=O)Nc1cccc(-c2nnc3c4ccccc4c(C)nn23)c1	-19	0	-7	-1	0	28	-0.5	-6	14	-9
Cc1cc(C)cc(N2CCCn3c2nc2c3c(=O)[nH]c(=O)n2C)c1	-22	-3	12	1	0	11	0.7	10	16	4
N#Cc1ccccc1OCC(=O)N(Cc1nnc(-c2ccccc2Cl)o1)C1CC1	nt	nt	nt	14	-8	12	-0.2	16	17	3

# Next part:
SMILES,KLF5 inh,HSP90 inh,IEC-6 tox,Platelet DG rel,SKKanGAS inh,AI-2 QS mod,HIF activator,aSyn 5UTR inh,HSF1 activator,HSF1 inhib
CCOc1ccccc1N(C)C(=O)c1cc2c(=O)n(CC)c3ccccc3c2s1,-13,-3,8,-4,0,4,-1.0,-12,37,17
CN(C)CCN(Cc1cc2cc3c(cc2[nH]c1=O)OCO3)C(=S)NCC1CCCO1 (centres undefined),-15,4,4,4,4,-2,-0.1,23,-19,-8
CCc1ccc2[nH]c(=O)c(CN(CCCN3CCOCC3)C(=O)Nc3cccc(Cl)c3)cc2c1,16,1,6,-6,3,-1,0.1,-5,35,24
O=C(CN1CCCCC1)NNc1nc(-c2ccccc2)c2cc(Br)ccc2n1,-15,1,1,3,6,-4,-0.1,17,-2,0
Cc1[nH]n(-c2ccccc2)c(=O)c1-c1cccc(Cl)c1,-34,-1,1,-3,6,27,-1.2,10,10,-11
COc1ccc(CNc2oc(COc3ccccc3Cl)nc2C#N)cc1,-21,-3,0,2,-5,33,-1.2,-2,8,2
O=C(NCc1ccncc1)c1ccc(N2CCCC2)c([N+](=O)[O-])c1,-26,-1,6,7,-11,23,0.0,-24,-4,-7
CC(C)(C)C(=O)Nc1ccc(S(=O)(=O)N2CCCC2)cc1,-49,0,-4,7,17,8,-1.1,-20,-7,3
COc1cccc(C(C(=O)NC2CCCCC2)N(C(=O)CNC(=O)c2ccco2)c2cccnc2)c1 (centres undefined),-2,-1,5,-2,-2,21,-0.7,-12,23,2
O=C(O)CN1C(=O)S/C(=C\c2ccc3c(c2)OCO3)C1=O,nt,nt,nt,-16,-10,0,-0.4,-8,20,-2
Cc1ccc(S(=O)(=O)N(C)CCCC(=O)NC(C)(C)CO)cc1,-8,-1,-3,-1,1,32,-0.5,1,6,-3
Cc1ccc(C23CCC(=O)N2C(C(=O)O)CS3)c(C)c1 (centres undefined),-8,-2,4,11,1,6,0.9,7,23,-2
CN(CC(=O)Nc1ccccc1Cl)C(=O)COC(=O)c1ccccc1[N+](=O)[O-],nt,nt,nt,0,-6,21,0.5,-2,27,15
CCOCCCNC(=S)NC1CC2CCC(C1)N2Cc1ccccc1 (centres undefined),2,1,5,2,8,30,0.1,2,-11,-4
COc1ccc(Nc2nc(-c3c[nH]c4ccccc34)cs2)cc1,-89,1,7,4,34,-2,2.1,-255,30,0
CSc1ncccc1C(=O)OCC(=O)NC1CCS(=O)(=O)C1 (centres undefined),1,8,5,9,3,8,-0.3,-4,-1,7
CCCNC(=O)c1cc(Cl)c(NC(=O)C2=CSCCO2)cc1OC,-143,-3,5,2,-4,16,2.8,-136,26,12
CN(C)C(CNC1CC(C)(C)NC(C)(C)C1)c1cccc(F)c1 (centres undefined),0,1,-3,13,3,13,0.8,-11,5,-4
Cc1cccc(OCC(=O)Nc2ccc3c4c(cccc24)CC3)c1C,0,-2,-11,2,-8,33,-0.3,1,18,-4
CCOC(=O)[C@@H]1[C@H]2COc3ccccc3[C@H]2N2C(=O)N(c3cccc(Cl)c3)C(=O)[C@@]12C,14,1,-9,1,8,-3,0.7,4,17,-3
CCOc1ccc(NC(=O)NC2CCCCCCC2)cc1,-228,-1,2,nt,nt,-4,nt,nt,nt,nt
CCC(CC)C(=O)Nc1cc(C(=O)OC)ccc1C(=O)OC,-41,5,-5,-6,12,-13,0.5,25,16,-9
CCOc1ccccc1N(C(=O)Nc1ccc(Cl)cc1)C1=NC(C)CS1 (centres undefined),-20,1,4,2,-3,-6,0.0,-27,-11,9
CCOc1ccc(NC(=O)CCNS(=O)(=O)c2cccs2)cc1,-4,1,2,10,-1,9,-0.1,-6,-8,-4
CCc1cccc(C)c1NC(=O)CN(C)Cc1ccccc1F,-17,-2,-7,-31,-5,-6,-0.9,10,-8,5
COCCNC(=O)C(c1ccncc1)N(C(=O)c1sc(C)nc1C)c1cccc(C)c1 (centres undefined),-14,-6,-2,3,5,13,1.7,-90,75*,32
O=C(Nc1ccc(NC(=O)C2CCCCC2)nc1)c1cccs1,-52,0,4,-15,-5,8,2.7,-124,15,11
Cc1cc(=O)oc2c3c4c(cc12)OCCN4CCC3,-17,-2,-2,1,-6,25,0.6,22,5,0
Cc1cc(/C=C2/SC(=S)N(c3ccc([N+](=O)[O-])cc3)C2=O)c(C)n1-c1cccnc1,0,-3,-4,-3,18,8,0.1,8,-27,-2
COc1ccc(Br)cc1CN1CCCC(C(=O)N2CCCCC2)C1 (centres undefined),-10,-2,3,-5,-3,44,-0.1,-8,-15,-7
O=C1CCC(=O)N1CC1CC2CCC1C2 (centres undefined),-23,4,2,1,1,8,0.2,7,6,2
N#C/C(=C(/O)c1ccc(Cl)c([N+](=O)[O-])c1)c1nc2ccccc2[nH]1,-26,-4,-7,11,0,-3,1.4,-32,-15,-11
COc1ccc(-c2c(C#N)c(SCc3c(C)noc3C)nc3c2C(=O)CC(C)(C)C3)cc1,5,5,4,1,-7,22,0.0,28,6,6
CC(C)C12CN3CC(C(C)C)(CN(C1)C31C(=O)Nc3ccccc31)C2=O (centres undefined),13,3,4,-3,1,16,-0.3,17,2,-1
COCCNC(=O)c1onc(CSc2ccc(C)c(C)c2)c1C(=O)O,-22,-2,-1,-7,7,14,-1.3,9,-5,-2
N#Cc1c(N)n(CCOC(=O)c2cccc(Br)c2)c2nc3ccccc3nc12,-19,0,-1,9,11,18,0.0,4,12,18
COc1ccc(NC(=O)CSc2nc3ccccc3nc2N2CCOCC2)cc1,11,-3,10,-1,-3,5,0.0,-5,-5,-1
CC(C)NC(=O)CSc1nc2ccccc2n1CC(=O)N(C(C)C)C(C)C,-31,7,-12,2,-12,10,0.2,-13,3,-2
O=C(CSc1nc2ccccc2s1)NNC(=S)Nc1ccc(Cl)cc1,13,3,0,-12,3,9,0.1,-26,0,3
